# MIN6 prolif: MIN6 beta-cell proliferation induction | 0.29% of 330,000 active | AID 2380 | MIN6 cells proliferation, ATPlite luminescence, 48 h; cells starved in 0.2% serum; 100% = growth in 10% serum | proliferation, % at 10 µM;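 active = compounds whose signal lies at least 3.5 SD above the mean of all wells on their plate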;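 note: 0% = DMSO-treated cells in low-serum medium and 100% = 10% serum control; some compounds called inactive have numbers as strong as hits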
# mIAP block: mouse IAP inhibition | purified mouse IAP, CDP-Star luminescence, 30 min | inhibition, % at 10 µM | 0.2% of 330,000 active;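 active = inhibition of at least 40% at 10 µM in the primary screen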;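 note: plate controls were DMSO with enzyme for no effect and no enzyme wells for full effect; values of inactives mirror those of a sister screen read the other way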
# mIAP act: mouse IAP activation; muIAP, CDP-Star luminescence, 30 min; stronger effect = higher value; 1 = vehicle-only enzyme signal, 0 = enzyme-free wells; activation factor at 10 µM; 0.24% of 330,000 active;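 active = activation factor of at least 2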; note: the source names both 10 and 20 µM as test concentration; values of inactives mirror those of a sister screen read the other way
#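 System: mouse IAP enzyme. Reagent: CDP-Star chemiluminescent phosphatase substrate. Benchmarks: DMSO wells, no-enzyme wells. Times: 30 min enzyme-substrate-compound incubation at room temperature. Detection: luminescence from enzymatic CDP-Star hydrolysis. Doses: test compounds delivered from DMSO solution.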
# NALP3 yeast inh: NALP3 inhibition in yeast; Yeast reconstituted NLRP3/ASC/caspase-1, beta-gal luminescence, 24 h; inhibition, % at 10 µM; 0.39% of 330,000 active;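 active = inhibition of 50% or more; inactive = inhibition below 50%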;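 note: plate controls were induced DMSO wells for no effect and uninduced yeast grown without galactose for full effect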
# hIAP act: increases human intestinal alkaline phosphatase activity; purified human IAP, CDP-Star luminescence, 30 min; stronger effect = higher value; 1 = vehicle-only enzyme, 0 = enzyme-free background; activation factor at 10 µM; P09923; 0.16% of 330,000 active; AID 2524;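 active = activation factor of the enzyme at least 2-fold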; note: the source names both 10 and 20 µM as test concentration; values of inactives mirror those of a sister screen read the other way
# A3G deaminase: APOBEC3G (human) deaminase inhibition; 0.28% of 330,000 active; AID 493012; Q9HC16; inhibition, % at 20 µM; recombinant A3G, ssDNA deamination FAM/TAMRA fluorescence;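 active = inhibition of at least 40% at 20 µM, with no more than 30% in the related APOBEC3A deaminase screen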;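 note: plate controls were DMSO wells with A3G for no effect and wells lacking A3G enzyme for full effect; some compounds called inactive have numbers as strong as hits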
# Target sequence (Q9HC16 whole entry, looked up): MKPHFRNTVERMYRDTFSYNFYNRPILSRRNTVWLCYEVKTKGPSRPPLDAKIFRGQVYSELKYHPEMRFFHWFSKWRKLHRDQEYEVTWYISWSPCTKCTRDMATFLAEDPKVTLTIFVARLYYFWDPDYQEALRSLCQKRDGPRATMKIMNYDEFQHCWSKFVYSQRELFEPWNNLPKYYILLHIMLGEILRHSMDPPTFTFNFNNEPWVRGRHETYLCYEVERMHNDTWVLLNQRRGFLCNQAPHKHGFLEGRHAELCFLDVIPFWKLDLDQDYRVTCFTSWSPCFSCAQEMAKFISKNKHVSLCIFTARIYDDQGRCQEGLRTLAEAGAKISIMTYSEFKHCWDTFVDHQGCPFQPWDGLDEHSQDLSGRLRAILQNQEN
# A3A deaminase: blocks human APOBEC3A ssDNA deamination | P31941 | recombinant A3A, FAM/TAMRA ssDNA deamination fluorescence | inhibition, % at 20 µM | 0.41% of 330,000 active | AID 493011;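 active = at least 40% inhibition at 20 µM here, with at most 30% in a related deaminase screen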;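 note: plate controls were A3A with DMSO for no effect and wells lacking A3A enzyme for full effect; some results filed as inactive read as strong as hits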
# Target sequence (P31941 whole entry, looked up): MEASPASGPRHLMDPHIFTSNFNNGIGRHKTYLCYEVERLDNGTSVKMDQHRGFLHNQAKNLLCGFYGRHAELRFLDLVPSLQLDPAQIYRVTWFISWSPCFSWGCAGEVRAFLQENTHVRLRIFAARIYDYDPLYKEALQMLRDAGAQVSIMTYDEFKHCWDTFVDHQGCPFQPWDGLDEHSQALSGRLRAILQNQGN
# SENP1 FRET inh: SENP1 (human) catalytic domain inhibition; Q9P0U3; recombinant SENP1 catalytic domain, CyPet-SUMO1-YPet FRET cleavage; inhibition, % at 10 µM; 0.21% of 360,000 active; AID 624204;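 active = inhibition at least 30% at 10 µM, raw YFP signal under a set limit, fluorescence ratio 0.5 to 1.5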;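 note: 0% = enzyme with DMSO and 100% = no enzyme wells; some results filed as inactive read as strong as hits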
# Target sequence (Q9P0U3 419-644 limits assumed): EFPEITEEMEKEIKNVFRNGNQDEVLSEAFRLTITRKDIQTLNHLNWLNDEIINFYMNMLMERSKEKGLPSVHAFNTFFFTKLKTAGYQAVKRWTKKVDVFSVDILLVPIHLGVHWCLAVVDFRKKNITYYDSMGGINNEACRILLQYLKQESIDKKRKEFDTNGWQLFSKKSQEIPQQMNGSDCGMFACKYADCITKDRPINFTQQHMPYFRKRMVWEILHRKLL
#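 Assay system – human recombinant His6-tagged SENP1 catalytic domain enzyme · Input – SENP1 enzyme, 20 pM final · Buffer or medium – Tris pH 8 buffer plus EDTA, NaCl, BME, BSA, NP40, catalase · Schedule – 50 min reaction at room temperature · Technique – FRET read of cyan and yellow fluorescence · Control set – no-enzyme wells low, DMSO-plus-enzyme wells high control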
# hIAP inh: human IAP inhibition; P09923; purified IAP, CDP-Star luminescence, 30 min; inhibition, % at 10 µM; 0.12% of 330,000 active;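 active = inhibition reaching a set limit with compound at 10 µM in the primary screen, cut at about 35% in these data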;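 note: plate controls were DMSO wells with enzyme for no effect and no-enzyme buffer wells for full effect; values of inactives mirror those of a sister screen read the other way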
# * hit, by the source's call; / = not tested or not shown. The list is partial, so the mix of outcomes need not match the whole.
SMILES,MIN6 prolif,mIAP block,mIAP act,NALP3 yeast inh,hIAP act,A3G deaminase,A3A deaminase,SENP1 FRET inh,hIAP inh
CC1=CCC(C(=O)O)(C(=O)N/N=C/c2cccs2)C(c2ccc([N+](=O)[O-])cc2)C1 (stereo not given),-2,14,0.86,-3,0.79,-2,0,1,22
CC(=O)c1cc(C)ccc1OC(=O)c1ccncc1,-1,3,0.97,19,1,-1,-1,1,-4
CC1CCc2sc(C(=O)NCc3ccccn3)cc2C1 (stereo not given),1,6,0.94,10,0.9,-5,-3,-3,10
Cc1ccc(-c2c3c(nc4sc(C(N)=O)c(N)c24)CCCC3)o1,0,11,0.89,-2,0.95,-5,1,16,4
O=C(NCCC1CCCCN1S(=O)(=O)c1ccccc1)C(=O)NCc1ccccn1 (stereo not given),2,0,0.99,7,1.1,2,7,1,-13
O=C(c1c[nH]c(C(=O)N2CCN(Cc3ccccc3)CC2)c1)C1CCCCC1,0,7,0.93,29,0.91,6,3,-1,9
O=C(Nc1ccc2c(c1)OCCO2)NC1(C(F)(F)F)Oc2ccccc2O1,-6,14,0.86,11,0.9,-8,-4,2,10
O=C(O)c1ccc2nc(-c3ccccc3)sc2c1,0,2,0.98,24,1,-2,2,3,-1
Cc1ccc(CNCCNCCO)s1,-4,-7,1.1,6,1.1,-6,-2,-23,-10
O=C(NCCCN1CCOCC1)c1cnn2c(-c3ccccc3)cc(-c3ccccc3)nc12,0,7,0.93,14,0.93,-3,3,-31,7
O=C(NC1CCCc2ccccc21)N[C@@H](Cc1ccccc1)C(=O)O (stereo not given in full),-3,3,0.97,-1,1.1,30,-3,0,-12
CCCN1CCC(=O)N(CCN=[N+]=[N-])CC1,-5,4,0.96,21,0.84,-7,-1,-1,16
CN1CC(c2ccccc2)C2(COc3ccccc3C2=O)C12C(=O)Nc1ccccc12 (stereo not given),-4,4,0.96,-1,0.82,-5,0,0,18
CCc1nc2sc3c(c2c(=O)n1NC(=O)CCl)CCCC3,0,3,0.97,10,0.9,-2,0,3,10
O=C(NNC(=O)c1cccnc1)Nc1ccc([N+](=O)[O-])cc1,5,16,0.84,1,0.97,2,2,4,3
COc1ccc(-c2c(C)nn3c(N4CCC(C(=O)NCCN(C)C)CC4)cc(C)nc23)cc1OC,-4,4,0.96,-21,0.94,-5,-3,1,6
CS(=O)(=O)N(CC(=O)Nc1ccc2c(c1)OCO2)Cc1ccccc1,-1,-13,1.1,7,0.97,-9,-1,0,3
O=C(CN1CCN(C(=O)c2cccc(F)c2)CC1)NC1CCCCC1,-2,-4,1,0,0.78,-5,-1,/,22
COc1cc(/C=C(\C#N)C(=O)NC(C)C)ccc1OCc1ccc(C(=O)O)cc1,-4,-1,1,14,1.1,-6,4,-5,-9
CCCCN(C(=O)c1oc2ccc(OCC)cc2c1C)c1c(N)n(CCCC)c(=O)[nH]c1=O,7,3,0.97,2,1.1,-8,5,-16,-9
Cc1ccc(-c2cc(C(F)F)n3ncc(C(=O)Nc4c(C)nn(Cc5ccccc5Cl)c4C)c3n2)cc1,-4,13,0.87,15,1.2,-5,-2,2,-17
C=CC[N+]1(CC(=O)NCc2ccc(NC(C)=O)cc2)CCOCC1,-1,-16,1.2,-10,1,-3,-6,2,-4
C=CCN1c2ccccc2C(=O)C(C)S1(=O)=O (stereo not given),/,-16,1.2,/,/,7,3,18,/
Cc1ccccc1CSc1ncnc2ccccc12,3,-10,1.1,1,1.1,-4,-8,0,-5
Cc1cc(C)cc(SCc2noc(C(=O)NCC3CC3)c2C(=O)NCC2CC2)c1,-7,7,0.93,25,1,-1,-1,/,-2

# Overlap with the part before: 2 entries; new compounds follow.
SMILES,MIN6 prolif,mIAP block,mIAP act,NALP3 yeast inh,hIAP act,A3G deaminase,A3A deaminase,SENP1 FRET inh,hIAP inh
Cc1ccccc1CSc1ncnc2ccccc12,3,-10,1.1,1,1.1,-4,-8,0,-5
Cc1cc(C)cc(SCc2noc(C(=O)NCC3CC3)c2C(=O)NCC2CC2)c1,-7,7,0.93,25,1,-1,-1,/,-2
CC(C)(CN1CCN(c2ccccc2)CC1)NS(=O)(=O)c1ccccc1,-2,-14,1.1,-82,1.1,-2,-5,2,-11
O=C(CCCN=C1NS(=O)(=O)c2ccccc21)OCC(=O)c1ccccc1Cl,-3,1,0.99,18,0.86,-11,-3,0,14
Cc1cc(C)cc(N2CN=c3s/c(=C\c4ccco4)c(=O)n3C2)c1,3,7,0.93,14,0.86,-5,2,1,14
COc1ccc(C2CC(c3cccs3)=NN2C(=O)CSc2nc(=O)n3ccccc3n2)cc1 (stereo not given),-5,-11,1.1,20,0.94,2,0,-2,6
CCCCC1(Cc2cccc([N+](=O)[O-])c2)C(=O)N(c2ccccc2)N(c2ccccc2)C1=O,0,-3,1,19,0.86,-3,-2,0,14
CS/C(=N\S(=O)(=O)c1ccc(N)cc1)NS(=O)(=O)c1cccs1,-1,-6,1.1,-1,1.1,-4,-2,1,-11
CCCN1CCCc2cc(CN)ccc21,-5,3,0.97,54*,1.1,-8,-9,-26,-5
CC1CC(C(F)(F)C(F)(F)F)n2nc(C(=O)O)cc2N1 (stereo not given),-3,11,0.89,-6,0.99,-8,21,-4,1
Cc1cc(C)n2nc(SCc3c(F)cccc3Cl)nc2n1,0,-2,1,18,1,-6,0,1,-2
CCN(CC(=O)Nc1c(F)cccc1F)C(=O)Cc1c[nH]c2ccccc12,-4,-14,1.1,10,1.1,-5,-2,0,-14
Cc1ccc(SC/C(O)=C(\C#N)c2nc3ccccc3s2)cc1,-7,2,0.98,17,0.93,0,-1,-1,7
Cc1ccc(-n2c(-c3nn(C)c(C)c3Cl)n[nH]c2=S)cc1,-2,-4,1,10,1.2,26,-7,1,-18
O=C(O)c1ccc(NC(=O)c2ccccc2NC(=O)c2ccccc2Cl)cc1,1,-4,1,11,0.94,-6,-7,-4,6
COc1ccccc1Nc1nc(N)nc(-c2oc3ccccc3c2C)n1,-3,1,0.99,5,1,-5,-1,1,-2
O=C1CN(c2nc(-c3cccs3)nc3sc4c(c23)CCCC4)CCN1,-4,6,0.94,11,0.95,-6,-2,-20,4
COC(=O)c1c(C)[nH]c(C=O)c1-c1ccccc1,0,-8,1.1,11,1.7,-6,-3,1,-73
CCS(=O)(=O)N1CCC(C(=O)NCc2ccc3c(c2)OCO3)CC1,-3,-16,1.2,21,1,14,2,1,-2
COc1ccc2[nH]c(C)c(CCN3C(=O)C4CC=CCC4C3=O)c2c1 (stereo not given),-2,10,0.91,11,0.83,-6,-3,-7,17
O=C(CCN1C(=O)c2ccccc2C1=O)N1CCN(Cc2ccccc2)CC1,-1,3,0.97,4,1.2,-7,-1,2,-15
O=C(O)CCC1OC(=O)C(O)=C1c1ccccc1 (stereo not given),0,5,0.95,10,0.91,-9,-1,-3,9
Cc1nnc(NC(=O)c2c(-c3ccccc3Cl)noc2C)s1,-1,4,0.96,3,0.9,-1,-1,1,10
O=C(Cc1ccccc1)Nc1cccc(NC(=O)c2cccs2)c1,-2,-3,1,12,0.91,-1,-1,1,9
COc1ccc(-c2noc(CN3CCCC(OCc4ccccn4)C3)n2)cc1 (stereo not given),1,-4,1,13,0.98,-8,-2,-6,2
COc1ccc(C(=O)NNC(=O)C2CCCO2)cc1 (stereo not given),1,4,0.96,9,1.1,1,6,2,-5
OCCCNc1ncnc2scc(-c3ccc(Cl)cc3)c12,-2,8,0.92,-1,0.99,-4,0,-3,1

# Next structures follow.
SMILES,MIN6 prolif,mIAP block,mIAP act,NALP3 yeast inh,hIAP act,A3G deaminase,A3A deaminase,SENP1 FRET inh,hIAP inh
NC(=O)c1cc([N+](=O)[O-])ccc1NCc1ccccn1,3,9,0.91,10,0.93,-7,2,1,7
C[C@H](NC(=O)c1nc[nH]c1C(=O)N1CCN(C(=O)OC(C)(C)C)CC1)C(=O)OCc1ccccc1,-4,8,0.92,11,1,-1,3,1,-4
O=C(COC(=O)CNC(=O)c1ccc(Br)cc1)Nc1nnc(-c2ccccc2)o1,-1,10,0.9,5,1.1,-5,3,1,-11
O=C(NCCN1CCOCC1)c1ccc2c(c1)N(Cc1cccc(F)c1)C(=O)c1ccccc1S2,0,3,0.97,3,0.98,-5,1,-3,2
O=C(CSc1ccsc1[N+](=O)[O-])N1CCN(c2ccccn2)CC1,-2,20,0.8,8,0.94,-9,-3,5,6
COc1ccccc1C1CCN(Cc2ccc(Cl)c(Cl)c2)CC1,-7,2,0.98,14,1,-9,-3,-1,-2
Cc1ccc(NC(=O)COC(=O)c2c(-c3ccccc3)noc2C)cc1,-3,-21,1.2,27,0.87,-1,3,3,13
Cc1ccc(OCCC(=O)OCC(=O)c2c(N)n(CC(C)C)c(=O)n(C)c2=O)cc1,-5,-9,1.1,14,0.79,-7,-4,1,22
CC1CCCCC1NC(=O)NC(=O)COC(=O)c1ccc(OC(F)F)cc1 (stereo not given),-1,-1,1,22,0.91,-6,-1,1,9
CS(=O)(=O)c1ccc(-c2nnc(NC(=O)C3=COCCO3)o2)cc1,-2,0,0.99,8,1,-4,2,3,0
CC1(C)CC(NC(=O)COc2ccc3c4c(c(=O)oc3c2)CCCC4)CC(C)(C)N1,0,-10,1.1,8,1.2,0,5,2,-21
CCOC(=O)C/C(C)=N\Nc1ccc([N+](=O)[O-])cc1[N+](=O)[O-],3,-4,1,19,0.98,0,3,3,2
COc1ccc(CN2CCN(C(=O)c3cccc4ccccc34)CC2)c(OC)c1OC,-2,-4,1,3,1.2,-2,-6,0,-16
CC(C(=O)O)N1CCCCC1 (stereo not given),0,9,0.91,4,0.83,-4,-2,2,17
Cc1ccc(OCC(=O)N/N=C/c2cn(C)c3ccccc23)cc1,1,11,0.89,34,0.79,-2,-2,1,21
C[C@@H](CSc1ccc(Br)cc1)CN1CC[C@H](NC(=O)OCc2ccccc2)CCC1=O,-6,-12,1.1,4,1,-9,-3,1,0
CC(C)Cn1c(SCC(=O)N2CCCc3ccccc32)nc2ccccc2c1=O,-5,4,0.96,12,0.9,-6,-3,/,10
CCOc1ccccc1C(=O)N(C)Cc1cc2cc(OC)ccc2[nH]c1=O,-3,7,0.93,4,0.99,-4,8,0,1
O=C(CN1C(=O)NC(Cc2c[nH]c3ccccc23)C1=O)Nc1ccc(Br)cc1F (stereo not given),-6,10,0.91,-1,0.86,2,0,3,14
CSc1nsc(SC)c1C(=O)NC(=O)Nc1cccnc1,0,-3,1,17,0.91,14,3,2,9
COc1cc(/C=C2\CCc3c2nc2ccccc2c3C(=O)O)cc(OC)c1OC,-5,15,0.85,5,1.1,60,77,-33,-12
COc1ccc(CN2C(=O)C(C)S/C2=N/N=C/c2ccco2)cc1 (stereo not given),2,4,0.96,20,1.1,-6,-2,2,-14
COc1ccccc1OCC(=O)c1[nH]c(C)c(C(C)=O)c1C,-3,11,0.89,12,0.87,1,4,1,13
Cc1cc(C)c(S(=O)(=O)N2CCCC2=O)c(C)c1,-1,-3,1,-2,1.1,-2,2,1,-8

# Shown as a hit in NALP3 yeast inh, of those listed so far:
smiles,mIAP block,mIAP act,NALP3 yeast inh,hIAP act,A3G deaminase,A3A deaminase,SENP1 FRET inh,hIAP inh
CCCN1CCCc2cc(CN)ccc21,3,0.97,54*,1.1,-8,-9,-26,-5

# From PubChem
